# PGC1a acetyl inh: lowers PGC1a acetylation signal in U2OS cells; AlphaScreen anti-acetyl-lysine; with virally co-expressed GCN5 acetyltransferase; inhibition, % at 15.6 µM; actives 0.17% (n = 350,000);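 active means every replicate shows inhibition of at least 40%; inconclusive means mean inhibition at least 40% but some replicate below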;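 further: 0% = neutral control wells and 100% = positive control wells; some results beyond the cut were filed as inactive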
# Cneo AK release: causes C. neoformans cell lysis | actives 0.2% (n = 360,000) | lysis activity, % at 15 µM | adenylate kinase release luminescence, 4 h; normalised: neutral wells 0, clomiphene wells 100;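 active means mean lysis activity across replicates of at least 80%, whatever share of replicates individually reach that level; inactive means mean lysis activity below 80%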
#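 Material: C. neoformans cells; Schedule: 4 h static compound exposure, 37 °C, read 1 h post-reagent; Measured by: adenylate kinase release luminescence; Read-out: signal increase indicating cell lysis; Controls: Clomiphene as positive lysis control.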
# INS-1E GSIS act: primary screen for activators of insulin secretion dependent on glucose, INS-1E cells, GLuc reporter luminescence. actives 0.61% (n = 370,000). AID 743287. activation, % at 16.6 µM. INS-1E GLuc reporter insulin secretion, 2-3 h;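 active means lowest replicate activation of at least 40%, so every replicate reaches that level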;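 further: 0% = median of neutral control wells and 100% = median of IBMX positive control wells; some compounds called inactive have numbers as strong as hits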
# CFTR F508del cor: CFTR F508del correction in bronchial cells; CFBE cells, YFP halide quenching; stimulated with forskolin plus potentiator P3; % fluorescence drop versus neutral controls; activity (quench increase), % at 7.58 µM; actives 0.36% (n = 350,000);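 active means mean added fluorescence quench of at least 8% versus neutral control, with both replicates also reaching 8%; inconclusive means only one of the mean or replicate conditions met; inactive means mean below 8% and not both replicates reaching 8%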;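 further: cells transiently co-express mutant CFTR-F508del with the halide-sensitive YFP; corrector assay measuring rescue of mutant channel to the surface after 24 h compound exposure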
# PglD DTNB: inhibitors of Campylobacter jejuni PglD acetyltransferase; actives 0.098% (n = 360,000); AID 602405; purified PglD enzyme, DTNB colorimetric CoA detection; inhibition, % at 12.5 µM; in the data active means inhibition above about 16%, passing the limit was not always enough; inconclusive means no clear call, values can overlap the other calls; further: strong numbers were not always called active
# Statin myotox sup: suppressors of simvastatin-induced myotoxicity in C2C12 myotubes; rescue of ATP level, % at 7.49 µM; ATP luminescence, 48 h; scaled: DMSO 0, geranylgeraniol control 100; actives 0.78% (n = 330,000); AID 602340;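 active means mean ATP rescue above about 67%, or every replicate alone reaching that limit, limit read from the data, passing the limit was not always enough; inconclusive means no clear call, values can overlap the other calls; inactive means mean under the limit and some replicate under it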;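 further: myotubes were challenged with 10 µM simvastatin during compound exposure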
# FN deposition inh: fibronectin deposition inhibition | actives 0.086% (n = 350,000) | inhibition, % at 12.6 µM | AH1F fibroblasts, Alexa488-fibronectin deposition fluorescence, overnight | AID 743247;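 active means mean inhibition across replicates of 30% or more, regardless of how many single replicates reach that level; inconclusive means mean under 30% yet at least half of replicates reach 30%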;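 further: positive control wells lacked labelled fibronectin entirely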
#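 Assay system: AH1F fibroblast monolayer, labelled fibronectin deposition. Amount: 10000 cells per well. Also added: labelled fibronectin 24 nM. Compound: single-point pinned compound. Incubation: cell attachment 1 h, compound and FN exposure overnight. Detection: fluorescence after three HBSS washes, excitation 485 nm, emission 525 nm. Read-out: inhibition of fibronectin deposition signal.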
# miR122 inh: miR-122 inhibition in Huh7 cells. Huh7 miR-122 Renilla luciferase sensor, 48 h; neutral wells = 0, positive control = 100. activation (reporter increase), % at 12.5 µM. actives 0.3% (n = 340,000);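 active means mean replicate activation score at least 90 and every replicate individually at or above 90; inconclusive means only one of the two criteria met; inactive means neither criterion met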;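 further: higher luciferase means less miR-122 activity so hits act as miR-122 inhibitors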
# The depositor's hits bear a star; ? = inconclusive; · = no result given; & = joins results of further samples; [ ] = dose if it differs, or a comment.
SMILES,PGC1a acetyl inh,Cneo AK release,INS-1E GSIS act,CFTR F508del cor,PglD DTNB,Statin myotox sup,FN deposition inh,miR122 inh
C[C@@H]1CN([C@@H](C)CO)C(=O)c2cc(-c3ccccc3)cnc2O[C@H]1CN(C)Cc1ccc(C(=O)O)cc1,-3,0,19,-0.2,2,-24,-1,1[16.7 µM]
CCCCCC(=O)NC(NC(=S)Nc1ccc(S(N)(=O)=O)cc1)C(Cl)(Cl)Cl (stereo not drawn),·,1,·,·,-1,·,-5,12
CCCn1c(=C(C#N)C#N)s/c(=C2\C=Cc3ccccc3N2CC)c1=O,0,0,·,·,7,·,·,-7
COC(=O)C1CCN(C(=O)CC(NC(=O)C(F)(F)F)c2cccs2)CC1 (stereo not drawn),3,0,2,-1.5,2,-1,-1,-7
CNC[C@H]1Oc2ccc(NC(=O)Nc3cccc4ccccc34)cc2CC(=O)N([C@H](C)CO)C[C@H]1C,8,39,8,-3.9,1,15,2,7[16.7 µM]
COc1ccc(CNC(=O)C2CSC(=O)C2)cc1 (stereo not drawn),6,0,·,·,-3,13,·,6
CC(C)Nc1nc(NC(C)C)nc(N(C)C(N)=O)n1,20,0,·,·,4,14,1,2
CC(=O)N(C)C[C@H]1Oc2ncc(C#CC(C)(C)O)cc2C(=O)N([C@H](C)CO)C[C@H]1C,-3,-7,22,-2.6,0,-2,3,-3[16.7 µM]
Cc1cccc(CC(=O)Nc2ccc(C(=O)N3CCCCC3)cc2)c1,·,-1,0,-1.0,-2,4,-4,·
C[C@](N)(Cc1ccc(O)c(O)c1)C(=O)O,3,1,11,2.9,1,5,-3,-6
CCCCc1cc(=O)oc2cc(C)cc(OCC(=O)NC(Cc3ccc(Cl)cc3)C(=O)O)c12 (stereo not drawn),-1,-5,-4,-1.5,-4,10,·,0
CCC(=O)NC(=S)Nc1ccc(-c2nc3ccc(C)cc3s2)cc1,-7,-2,6,·,1,-20,5,-7
O=C(Nc1cccc(-c2ccc(F)cc2)c1)C1CCCN(Cc2cccnc2)C1 (stereo not drawn),-17,-1,-23,-0.4,2,3,·,4
NS(=O)(=O)c1ccc(NC(=O)c2ccc(S(=O)(=O)N3CCOCC3)o2)cc1,-9,-7,3,1.9,3,·,-5,2
O=c1cc(C=NNc2ccc([N+](=O)[O-])cc2)[nH]c(=O)[nH]1,6,-2,0,-1.3,-7,9,-20,·
Cc1cccc(C)c1Nc1nnc(SCc2cc([N+](=O)[O-])cc3c2OCOC3)s1,-17,-1,-3,-2.3,11,244*,·,-1
Cc1ccc(S(=O)(=O)Nc2ccc3c(c2)C(=O)N([C@@H](C)CO)C[C@H](C)[C@@H](CN(C)C(=O)c2ccccc2)OCCCC[C@H](C)O3)cc1,-15,-1,-17,-2.0,0,·,-4,1[16.7 µM]
CSc1ccccc1NC(=O)c1cnc2n(c1=O)CCS2,-8,-2,3,0.4,6,-12,-3,-1
CC(C)CCNC(=O)C(=O)Nc1ccccc1,0,1,5,-1.4,0,-6,-5,-1
CCC(C)(C)NC(=O)C(c1ccc(OC)cc1)N(C(=O)CCC(=O)Nc1cc(C)on1)C1CC1 (stereo not drawn),5,-1,-6,-1.7,-1,5,-6,-2
Cc1sc(NC(=O)c2ccc(Br)s2)c(C(N)=O)c1C,-11,-2,7,·,1,-3,-1,2
COc1cccc(S(=O)(=O)Nc2ccc3c(c2)[C@H]2C[C@H](CC(=O)N4CCCCC4)O[C@@H](CO)[C@H]2O3)c1,3,-3,16,-0.1,0,7,·,-1[16.7 µM]
COc1ccc(C(CCN2CCCCC2)c2c(OC)cc(OC)c3c(-c4ccccc4)cc(=O)oc23)cc1 (stereo not drawn),5,6,138,-1.4,4,-49,9,45
CC(=O)N1CCc2cc(S(=O)(=O)N3CCCCCC3)ccc21,3,-2,23,-0.9,-3,-3,-4,-1
Cc1cc(C)c(CN2CCN(C(=O)Cn3cnc4c(OCc5ccccc5)ncnc43)CC2)c(C)c1,·,-3,-20,-1.8,1,8,-7,-4

# The results go on:
SMILES,PGC1a acetyl inh,Cneo AK release,INS-1E GSIS act,CFTR F508del cor,PglD DTNB,Statin myotox sup,FN deposition inh,miR122 inh
O=C(CSc1nnc(-c2cc3ccccc3cc2O)n1Cc1ccco1)N1CCc2ccccc2C1,7,1,-12,·,12,4,19,24
C[C@H](CO)N1C[C@H](C)[C@@H](CN(C)S(=O)(=O)c2cccs2)OCCCC[C@H](C)Oc2ccc(NC(=O)Nc3ccccc3)cc2C1=O,-6,-7,-28,-2.7,2,·,0,-5[16.7 µM]
COc1ccccc1-c1noc2c1C(=O)N(C(=O)OC(C)(C)C)CC2,-9,·,6,-2.5,·,2,1,-5
COc1ccc(-c2cn3c(C)c(C(=O)N4CCN(c5ccc(F)cc5)CC4)sc3n2)cc1,6,3,-19,0.4,0,-18,-1,0
C=CCNC(=O)C1CC(=O)N(c2ccc(OCC(=O)Nc3ccc(C)cc3)cc2)C1 (stereo not drawn),5,-3,·,·,-2,?,·,1
COc1cccc(N2CCN(C(=O)c3ccccc3SCC(=O)NCc3ccco3)CC2)c1,-2,2,·,-1.5,1,-2,-7,·
C[C@H](CO)N1C[C@H](C)[C@@H](CN(C)C)Oc2c(NC(=O)CCCCCC(=O)Nc3ccccc3N)cccc2C1=O,4,1,-21&-4,1.0,1,-4,-8,-2
C=CCN1CCc2c(cc(O)c(O)c2Cl)C(c2ccccc2)C1 (stereo not drawn),16,0,-6,2.8,-4,-5,-9,0
Cc1cccc(OCC(=O)NC(C)C(=O)N/N=C/c2c(OCc3ccccc3)ccc3ccccc23)c1 (stereo not drawn),-15,1,-6,-1.2,4,·,·,6
CSc1nnc(NC(=O)CCc2ccccc2)s1,-7,3,·,·,0,2,-15,-9
CCOC(=O)C1=CCC(c2ccccc2)N(S(=O)(=O)c2ccccc2[N+](=O)[O-])C1 (stereo not drawn),-6,-1,-1,2.6,4,16,3,7
CN1CCN(C(=O)CCN2C(=O)/C(=C/c3ccc(F)cc3)SC2=S)CC1,-13,-1,-7,0.3,3,·,3,-3
O=S1(=O)CC(N2CCC(c3ccccc3)CC2)CN1Cc1ccccc1 (stereo not drawn),-1,0,-16,1.2,-1,10,3,3
Nc1nn(S(=O)(=O)c2ccccc2)cc1-c1ccc([N+](=O)[O-])cc1,-11,9,-5,·,-1,·,·,-4
O=C(Nc1ccc(Oc2ccc(C(F)(F)F)cn2)c(Cl)c1)C1CC1,-13,·,-1,-5.3,·,-8,-4,-12
COc1ccc(N2C(=O)NC(NC(=O)c3ccncc3)(C(F)(F)F)C2=O)cc1 (stereo not drawn),-3,-2,18,·,14,-9,5,-3
COc1ccc(NC(=O)Nc2ccc3c(c2)CC(=O)N([C@@H](C)CO)C[C@@H](C)[C@@H](CN(C)C(=O)Nc2cccc4ccccc24)O3)cc1,3,3,7,-4.3,-1,-12,·,53[16.7 µM]
C(=NNc1ccc2ccccc2n1)c1ccccn1,35,-3,·,8.2*,-2,-33,2,26
COc1ccc(C)cc1S(=O)(=O)N(C)CC(=O)N1CCN(c2ccccc2)CC1,9,·,1,-0.5,·,2,3,11
CN(CC(=O)NCc1ccccc1)Cc1ccc(Cl)cc1,-7,-1,-1,3.7,-1,1,-2,1
O=C(NNS(=O)(=O)c1cccc(Cl)c1Cl)c1cccc(S(=O)(=O)N2CCOCC2)c1,·,·,-12,·,·,3,3,20
CCOC(=O)c1[nH]c2ccccc2c1NC(=O)C(C)(C)C,-11,0,12,1.6,-4,4,0,-6
O=C(Cc1nc2ccccc2[nH]c1=O)c1ccccc1,4,·,5,3.3,·,·,0,·
O=C(CNC(=O)c1cccs1)NCC(=O)OCc1ccccc1Cl,-8,0,6,1.5,6,1,·,-4
CCn1c2ccccc2c2nnc(SCC(=O)NC(CC(C)C)C(=O)OC)nc21 (stereo not drawn),·,-1,·,·,5,-1,4,-7

# 12 entries already listed, arranged by SMILES length, rising:
SMILES,PGC1a acetyl inh,Cneo AK release,INS-1E GSIS act,CFTR F508del cor,PglD DTNB,Statin myotox sup,FN deposition inh,miR122 inh
C(=NNc1ccc2ccccc2n1)c1ccccn1,35,-3,·,8.2*,-2,-33,2,26
CN(CC(=O)NCc1ccccc1)Cc1ccc(Cl)cc1,-7,-1,-1,3.7,-1,1,-2,1
Cc1cccc(CC(=O)Nc2ccc(C(=O)N3CCCCC3)cc2)c1,·,-1,0,-1.0,-2,4,-4,·
COc1ccccc1-c1noc2c1C(=O)N(C(=O)OC(C)(C)C)CC2,-9,·,6,-2.5,·,2,1,-5
CN1CCN(C(=O)CCN2C(=O)/C(=C/c3ccc(F)cc3)SC2=S)CC1,-13,-1,-7,0.3,3,·,3,-3
COc1ccc(C)cc1S(=O)(=O)N(C)CC(=O)N1CCN(c2ccccc2)CC1,9,·,1,-0.5,·,2,3,11
COc1ccc(N2C(=O)NC(NC(=O)c3ccncc3)(C(F)(F)F)C2=O)cc1 (stereo not drawn),-3,-2,18,·,14,-9,5,-3
O=C(NNS(=O)(=O)c1cccc(Cl)c1Cl)c1cccc(S(=O)(=O)N2CCOCC2)c1,·,·,-12,·,·,3,3,20
Cc1cc(C)c(CN2CCN(C(=O)Cn3cnc4c(OCc5ccccc5)ncnc43)CC2)c(C)c1,·,-3,-20,-1.8,1,8,-7,-4
CCC(C)(C)NC(=O)C(c1ccc(OC)cc1)N(C(=O)CCC(=O)Nc1cc(C)on1)C1CC1 (stereo not drawn),5,-1,-6,-1.7,-1,5,-6,-2
C[C@@H]1CN([C@@H](C)CO)C(=O)c2cc(-c3ccccc3)cnc2O[C@H]1CN(C)Cc1ccc(C(=O)O)cc1,-3,0,19,-0.2,2,-24,-1,1[16.7 µM]
COc1ccc(NC(=O)Nc2ccc3c(c2)CC(=O)N([C@@H](C)CO)C[C@@H](C)[C@@H](CN(C)C(=O)Nc2cccc4ccccc24)O3)cc1,3,3,7,-4.3,-1,-12,·,53[16.7 µM]

# Next records follow.
SMILES,PGC1a acetyl inh,Cneo AK release,INS-1E GSIS act,CFTR F508del cor,PglD DTNB,Statin myotox sup,FN deposition inh,miR122 inh
CN(C1CCCCC1)S(=O)(=O)CCNC(=O)c1ccccc1,-2,1,-1,-0.9,5,-10,-1,-4
CCOC(=O)N1CCN(c2nc3ccc(C)cc3n3cnnc23)CC1,-2,1,3,-4.0,-6,11,3,-12
COc1ccc(CCNC(=O)C(=O)NCC2OCCCN2S(=O)(=O)c2cc(C)ccc2C)cc1 (stereo not drawn),-5,2,26,2.3,6,8,·,5
Cc1noc(C)c1NC(=O)N(C)C[C@H]1OCCCC[C@@H](C)Oc2ccc(NC(=O)C3CCCCC3)cc2C(=O)N([C@@H](C)CO)C[C@@H]1C,-11,1,-2,0.0,-4,·,·,1[16.7 µM]
COc1ccc2c3c(n(C)c2c1)[C@@H](CO)N(Cc1cccc(F)c1)CC31CCN(C(=O)Cc2ccccc2)CC1,-1,·,-31,0.9,·,·,-2,·
Cc1ccc(C)c(S(=O)(=O)NNC(=O)c2sc(NS(=O)(=O)c3ccccc3)nc2C)c1,·,0,19,-0.5,15,6,1,9
O=C(C[C@@H]1CC[C@@H]2[C@H](COC[C@@H](O)CN2Cc2cc(F)ccc2F)O1)NCc1ccc(F)cc1,-4,-3,-25&-18,-0.8&1.6,-1,-4,-1&8,-5[16.7 µM]
